NPC1 prom act: NPC1 promoter activation; Huh7 NPC1 promoter luciferase reporter, 24 h; Potency, µM (doses to about 9.22 µM), inactives show top-dose activation, actives largely listed as activators; 2.4% of 320,000 active;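 note: potency is the fitted concentration of half-maximal effect; % of control where 0% means no effect; nearly all actives have a fitted effect of over 60% in size; reporter is driven by a mutant NPC1 promoter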
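Readout is luciferase luminescence, reflecting NPC1 promoter activation in stably transfected Huh7 cells after 24 h compound exposure at 37 °C in reduced-serum medium with 10% FBS.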
BRCA1 expr act: increases BRCA1 expression | MCF7-BRCA1-FFLuc reporter, luminescence, 48 h; response scale: scaled: vehicle 0%, 10 µM genistein 100% | Potency, µM (series often up to 46.1 µM), for the others: at the highest dose activation, usual class: activators | 1.1% of 380,000 active; note: potency is the fitted concentration of half-maximal effect; nearly all actives have a fitted effect of over 80% in size; some results filed as inactive show a strong effect at the top dose
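Activators of BRCA1 expression were detected as increased firefly luciferase luminescence in engineered MCF7 cells after 48 h compound incubation. Signals were scaled to genistein 10 microM as full activation.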
Giardia killer: kills Giardia lamblia. Giardia lamblia trophozoite viability. activity change, % at 7.66 µM, hits read low. 0.15% of 340,000 active. AID 540267; in the data active = activity change below about -80%; inconclusive = between about -30% and that limit;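 note: parasites exposed to compound for two days anaerobically before the ATP read; % is set by controls: 0 for no effect and ±100 for the full control effect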
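Media and compound were dispensed first, then trophozoites at 100 cells/well; plates sat 48 hrs at 37 deg C without oxygen before ATP luminescence reagent was added and read after 15-30 min at room temperature.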
p53 reactivator: restores transcriptional activity of mutant p53. 0.063% of 320,000 active. Potency, µM (top dose mostly 92.2 µM), for the others: at the top dose activity change, positive = activation, actives largely listed as activators. H1299 p53-A138V BP100-luciferase reporter, luminescence, 24 h; note: potency is the fitted concentration of half-maximal effect; % of control where 0% means no effect; nearly all actives have a fitted effect of over 45% in size
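H1299 (p53-null), stable ts p53-A138V + BP100-Luc; 1000 cells/well, Opti-MEM/10% FBS; cpd 4 pt, 1:5; 24 h, 37 deg C, 5% CO2; detection reagent 10 min RT; luminescence.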
PKM2 activator: increases activity of human pyruvate kinase M2; AID 1631; 0.34% of 260,000 active; purified PKM2, Kinase-Glo ATP luminescence, activation; response scale: 0% is enzyme alone, no compound; Potency, µM (titrated, usually from 57.5 µM), without a hit: at the highest dose activation, usual class: activators; P14618; note: potency is the fitted concentration of half-maximal effect; % is set by controls: 0 for no effect and ±100 for the full control effect; nearly all actives have a fitted effect of over 55% in size
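Purified hPK-M2 (>95%) run at intermediate activity with 0.1 mM ADP and 0.5 mM PEP in 50 mM imidazole pH 7.2, KCl, MgCl2; 1 h room temperature. ATP formed read by Kinase-Glo luminescence; normalized to uninhibited and no-enzyme controls.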
VP16 counter: inhibits Gal4-VP16 luciferase reporter, ROR gamma counter-screen. 3.5% of 310,000 active. Potency, µM (top dose mostly 53.6 µM), without a hit: at the top dose activity, negative = inhibition, usual class: inhibitors. Drosophila S2 Gal4-VP16 UAS-luciferase, luminescence, 20 h;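 note: Gal4-VP16 expression switched on by copper sulfate through the metallothionein promoter; potency is the fitted concentration of half-maximal effect; % is set by controls: 0 for no effect and ±100 for the full control effect; nearly all actives have a fitted effect of over 50% in size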
FLuc modulator: counter-screen for miR-21 project: firefly luciferase inhibitors or activators. Potency, µM (highest dose often 57.5 µM), for the others: at the highest dose activity change, negative = inhibition, hits mostly inhibitors. 6.9% of 360,000 active. AID 588342. P08659. purified FLuc, Km substrates, luminescence inhibition;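 note: potency is the fitted concentration of half-maximal effect; plate controls were vehicle for no effect and reference inhibitor for full effect; nearly all actives have a fitted effect of over 55% in size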
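Biochemical qHTS of compounds, final roughly 60 µM downward over six points, against 10 nM purified firefly luciferase using Km concentrations of substrates (10 uM D-luciferin, 10 uM ATP) in Tris acetate pH 7.5 buffer; luminescence output.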
ELG1 genotox: inducers of genotoxicity in HEK293T ELG1-luciferase cells. HEK293T ELG1-luciferase reporter, luminescence, 16 h. Potency, µM (doses to about 46 µM), inactives show at the highest dose activity change, positive = activation, actives largely listed as activators. 1.3% of 330,000 active. AID 504466; note: potency is the fitted concentration of half-maximal effect; % of control where 0% means no effect; nearly all actives have a fitted effect of over 60% in size
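ELG1-luciferase HEK293T cells, 2,000/well; compound pinned in; 16 hr, 37 °C, 5% CO2; ONE-Glo, 30 min RT; luminescence on CCD imager.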
Menin MLL FP TR: inhibitors of human menin-MLL interaction, mutant MLL peptide | Menin + Texas Red MLL mutant peptide, fluorescence polarization | Potency, µM (highest dose often 61.6 µM), for inactives: at the top dose FP activity change, negative = inhibition, usual class: inhibitors | O00255 | 0.23% of 270,000 active | AID 1768; active = well fitted inhibition curve with a large enough effect in the polarisation, with a control signal flat, not every such curve was filed as active; inconclusive = small, poorly fitted or top-dose-only effect, or effect the other way, or a change in a side signal; inactive = no such curve, though single readings can be large or run the other way; the % refers to the polarisation; note: potency is the fitted concentration of half-maximal effect; % of control where 0% means no effect; many of its hits are not listed in these tables
RORg inh: inhibitors of mouse ROR gamma transcriptional activity | Drosophila S2 Gal4-RORgamma UAS-luciferase reporter, 20 h | Potency, µM (doses to about 53.6 µM), for the others: top-dose activity change, negative = inhibition, actives largely listed as inhibitors | 5.4% of 310,000 active | AID 2551; note: potency is the fitted concentration of half-maximal effect; % is set by controls: 0 for no effect and ±100 for the full control effect; nearly all actives have a fitted effect of over 60% in size
Target sequence (P51450 whole entry, looked up, the tested form may be a part): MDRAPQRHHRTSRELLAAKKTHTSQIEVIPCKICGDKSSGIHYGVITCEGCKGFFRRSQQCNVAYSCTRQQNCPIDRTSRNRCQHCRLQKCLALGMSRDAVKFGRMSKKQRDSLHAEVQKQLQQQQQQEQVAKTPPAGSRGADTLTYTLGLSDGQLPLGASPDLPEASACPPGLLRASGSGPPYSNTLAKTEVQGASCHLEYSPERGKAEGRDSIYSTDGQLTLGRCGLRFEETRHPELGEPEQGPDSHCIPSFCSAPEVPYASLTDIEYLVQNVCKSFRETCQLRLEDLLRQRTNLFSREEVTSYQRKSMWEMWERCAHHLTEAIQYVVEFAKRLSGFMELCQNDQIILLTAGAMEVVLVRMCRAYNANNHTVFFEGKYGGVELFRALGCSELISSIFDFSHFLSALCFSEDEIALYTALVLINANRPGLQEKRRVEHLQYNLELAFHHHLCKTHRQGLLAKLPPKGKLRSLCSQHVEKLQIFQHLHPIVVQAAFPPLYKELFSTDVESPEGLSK
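Using a luciferase readout, inhibitors were identified by reduced reporter activity in Drosophila cells coexpressing a copper-inducible Gal4–ROR gamma fusion and UAS-driven Photinus luciferase, incubated 20 hr after 700 uM copper sulfate.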
Rab9 prom act: activators of Rab9 promoter; Huh7 Rab9 promoter-luciferase reporter, luminescence, 24 h; Potency, µM (top dose mostly 9.22 µM), for the others: top-dose activation, negative = inhibition, hits mostly activators; 2.8% of 320,000 active; AID 485297; note: potency is the fitted concentration of half-maximal effect; % of control where 0% means no effect; nearly all actives have a fitted effect of over 60% in size
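Steps: seed 1500 Huh7 Rab9-luc cells per well, rest 2 h at 37 °C; add compound in DMSO; incubate 24 h; add luciferase reagent, 10 min ambient; read luminescence.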
Active calls of the source: *; ? = inconclusive; nt = no result given; [ ] = dose if it differs, or a comment. Unless noted, calls come from the whole dose curve; as a rule, active = well fitted curve in the direction sought with a large enough effect; inconclusive = small, poorly fitted or top-dose-only effect, or another doubt; inactive = no such curve, though single readings can be large; an effect the other way counts as inactive or inconclusive.

mol,NPC1 prom act,BRCA1 expr act,Giardia killer,p53 reactivator,PKM2 activator,VP16 counter,FLuc modulator,ELG1 genotox,Menin MLL FP TR,RORg inh,Rab9 prom act
CCN(C(=O)COC(=O)c1cc(=O)[nH]c2ccccc12)C1CCS(=O)(=O)C1 (centres undefined),2%,15%,18,-1%,-11%,4%,-3%,-1%,nt,0%,0%
Cc1csc(SCC(=O)Nc2ncc(Cl)c(C)c2Cl)n1,3%,0%,5,3%,3%,1%,-4%,1%,6%,7%,-1%
O=[N+]([O-])c1ccc(Cl)cc1CNc1ccc(F)c(F)c1,-4%,-7%,-10,1%,-3%,-2%,4%,4%,-6%,-2%,-6%
COc1ccccc1NC(=O)c1cc(C(=O)O)ccc1C(=O)O,-6%,0%,1,-9%,3%,-1%,-3%,1%,0%,-14%[10 µM],?
COc1ccc(N2CCN(C(=O)CSc3nnc4c(C)cc5c(C)cc(C)cc5n34)CC2)cc1,-3%,-47%,-9,-5%,12%,2%,0%,-10%,-25%,?,-7%
O=C(Nc1cccc(NC(=O)c2cccnc2)c1)c1cccnc1,3%,-20%,2,-16%,3%,-2%,-9%,-13%,16%,12%,2%
CCCCC(CC)CNC(=O)C1CC=CCC1C(=O)O (centres undefined),-3%,9%,-21,2%,1%,-4%,-1%,-1%,-6%,-7%,-4%
COc1ccc(C(C(=O)Nc2ccc3c(c2)OCO3)N(C)C(=O)Cc2c[nH]c3ccccc23)cc1 (centres undefined),0%,-46%,16,7%,-7%,-10%,-2%,-6%,2%,41%,2%
COc1ccc(CC(=O)Nc2ccc(S(=O)(=O)N(C)C3CCN(C)CC3)cc2)cc1,-3%,-17%,-5,2%,nt,nt,-2%,0%,nt,nt,-9%
Cc1ccccc1N1C(=O)CC(Nc2ccc3c(c2)OCO3)C1=O (centres undefined),-7%,6%,-27,5%,2%,9%,-1%,-1%,-11%,11%,-4%
COc1ccc(C)cc1N1C(=N)/C(=C2/Nc3ccccc3S2)C(c2ccccc2)C1=O (centres undefined),0%,-66%,-29,-20%,9%,8.9µM*,-7%,?,-6%,2.5µM*,-2%
COCCN(C(=O)COC(=O)c1ccco1)c1c(N)n(Cc2ccccc2)c(=O)[nH]c1=O,-3%,3%,5,-6%,nt,nt,1%,-7%,nt,nt,-3%
COc1ccc(-c2cnnn2-c2ccc(NC(=O)c3ccc(S(=O)(=O)N4CCCCC4)cc3)cc2)cc1,-11%,-41%,19,-1%,2%,-7%,-1%,-1%,2%,15%,1%
CCCSc1nc(NCc2ccco2)c2c3c(sc2n1)COC(C)(CC)C3 (centres undefined),-2%,-14%,1,0%,-3%,11%,1%,-2%,22%,4%,2%
Cc1nnc(NC(=O)CSc2nc(CC(C)C)nc3c2c(=O)n(C)c(=O)n3C)s1,1%,-20%,6,-1%,-3%,6%,?,1%,-15%,-21%,-11%
Cc1ccc(C(=O)NCCSC(C)(C)C)cc1[N+](=O)[O-],25%,11µM*,8,?,-9%,-11%,?,3%,1%,7%,27%
COCCN1Cc2cccc(C(=O)NCCc3ccccc3)c2C1=O,-5%,2%,-15,3%,nt,18%,4%,4%,-8%,5%,-2%
CC1=NN(C(=O)c2ccc(Cn3cc(Br)c([N+](=O)[O-])n3)o2)C(O)(C(F)(F)F)C1 (centres undefined),1%,-21%,-13,-12%,-4%,11µM*,3%,2%,-1%,4.5µM*,-2%

Complete entries from above:
Listed for `COc1ccc(N2CCN(C(=O)CSc3nnc4c(C)cc5c(C)cc(C)cc5n34)CC2)cc1` → NPC1 prom act = -3%; BRCA1 expr act = -47%; Giardia killer = -9; p53 reactivator = -5%; PKM2 activator = 12%; VP16 counter = 2%; FLuc modulator = 0%; ELG1 genotox = -10%; Menin MLL FP TR = -25%; RORg inh = ?; Rab9 prom act = -7%
Listed for `COc1ccc(C)cc1N1C(=N)/C(=C2/Nc3ccccc3S2)C(c2ccccc2)C1=O` (centres undefined) → NPC1 prom act = 0%; BRCA1 expr act = -66%; Giardia killer = -29; p53 reactivator = -20%; PKM2 activator = 9%; VP16 counter = 8.9µM*; FLuc modulator = -7%; ELG1 genotox = ?; Menin MLL FP TR = -6%; RORg inh = 2.5µM*; Rab9 prom act = -2%

Screening data as filed in PubChem BioAssay.

Some of the compounds tested; count on the stated rates, not on these rows.
